PKM2 activator – activators of human pyruvate kinase M2 | P14618 | purified PKM2, Kinase-Glo ATP luminescence, activation; response scale: 0% is enzyme alone, no compound | Potency, µM (doses to about 57.5 µM), inactives show at the highest dose activation, most hits filed as activators | actives 0.34% (n = 260,000) | AID 1631; note: potency is the fitted concentration of half-maximal effect; nearly all actives have a fitted effect of over 55% in size
Target sequence (P14618 whole entry, looked up): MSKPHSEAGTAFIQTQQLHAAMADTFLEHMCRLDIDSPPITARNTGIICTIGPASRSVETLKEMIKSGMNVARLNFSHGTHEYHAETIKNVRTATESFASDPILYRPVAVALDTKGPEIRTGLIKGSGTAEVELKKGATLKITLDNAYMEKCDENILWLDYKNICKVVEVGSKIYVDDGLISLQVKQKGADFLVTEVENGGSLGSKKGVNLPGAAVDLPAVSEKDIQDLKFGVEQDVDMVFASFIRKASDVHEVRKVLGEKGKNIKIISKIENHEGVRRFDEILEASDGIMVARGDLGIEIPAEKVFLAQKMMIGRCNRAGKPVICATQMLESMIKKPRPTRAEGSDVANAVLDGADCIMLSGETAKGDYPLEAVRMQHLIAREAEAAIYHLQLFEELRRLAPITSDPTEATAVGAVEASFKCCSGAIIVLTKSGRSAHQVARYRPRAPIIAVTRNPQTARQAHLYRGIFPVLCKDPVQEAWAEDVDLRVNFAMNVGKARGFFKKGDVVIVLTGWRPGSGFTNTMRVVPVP
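hPK-M2, >95% pure; 0.1 mM ADP / 0.5 mM PEP final; imidazole pH7.2 buffer w/ 7 mM MgCl2, 50 mM KCl; 1 h RT; Kinase-Glo lum. Intermediate enzyme activity for dual inhibitor/activator qHTS.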
USP2a block – USP2a (human) protease inhibition | actives 0.01% (n = 330,000) | O75604 | Potency, µM (titrated, usually from 38.3 µM), inactives show at the highest dose activity change, negative = inhibition, most hits filed as inhibitors | AID 463254 | USP2 core, Ub-CHOP2 coupled fluorogenic reporter, 485/531;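 note: potency is the fitted concentration of half-maximal effect; plate controls were DMSO wells for no effect and full inhibition by NEM control for full effect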
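Cell-free coupled assay: 10nM USP2 core preincubated 30min RT with compound in Tris-HCl pH 8.0/CaCl2/CHAPS buffer, then 25nM Ub-CHOP2 and 25nM reporter substrate; fluorescence (Ex 485/Em 531) read after 60min RT, normalized to NEM inhibition, concentration-response curves fitted.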
FBPA coupling cs – inhibits coupling enzyme system, counter-screen for aldolase hits. actives 0.67% (n = 290,000). coupling enzyme system counterscreen, AmpLite Red fluorescence. activity change, negative = inhibition, % at 58.2 µM, hits read low; in the data active = activity change below about -30%
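First, compound is pin-transferred into glyceraldehyde-3-phosphate coupling-enzyme reagent at 57.5 uM final and held 10 min at RT. Next, substrate, coupling system and AmpLite Red are added. After 20 min RT, fluorescence (525/598 nm) is read.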
Giardia kill – kills Giardia lamblia. Giardia lamblia trophozoite viability. activity change, % at 7.66 µM, hits read low. actives 0.15% (n = 340,000). AID 540267; in the data active = activity change below about -80%; inconclusive = between about -30% and that limit;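 note: parasites exposed to compound for two days anaerobically before the ATP read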
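Trophozoites 100 cells/well + cpd; 48 hrs, 37 deg C, anaerobic. ATPLite 1-Step added, 15-30 min RT, luminescence read (ATP-based viability).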
Eya2 inh – Eya2 (human) phosphatase inhibition; O00167; recombinant Eya2, OMFP fluorescence dephosphorylation (OMFP is methylfluorescein phosphate); Potency, µM (top dose mostly 76.9 µM), without a hit: at the top dose activity, negative = inhibition, hits mostly inhibitors; actives 0.006% (n = 330,000); note: potency is the fitted concentration of half-maximal effect
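Eya2 (0.2 uM) preincubated 10 min at ambient with compound, then OMFP substrate added at 50 uM; 10 min reaction in 50 mM HEPES pH 7.5, 50 mM NaCl, 5 uM MgCl2, 0.05% BSA, 1 mM DTT. Fluorescence read at Ex 485/Em 525 nm.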
Chronic BCR inh – chronic active BCR signaling inhibition; ABC-DLBCL IkBa-CBG/CBR reporter, luminescence ratio, 4 h; Potency, µM (titrated, usually from 46.1 µM), inactives show at the highest dose ratio change, negative = lower green/red ratio, hits mostly inhibitors; actives 0.05% (n = 340,000); AID 493014; active = well fitted inhibition curve with a large enough effect in the signal ratio, with a control signal flat, not every such curve was filed as active; inconclusive = small, poorly fitted or top-dose-only effect, or effect the other way, or a change in a side signal; the % refers to the signal ratio;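 note: potency is the fitted concentration of half-maximal effect; plate controls were basal doxycycline-induced cells for no effect and cells given 10 µM MG132 for full effect; MG132 reads +100%, hits lower the ratio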
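TMD8 human ABC-DLBCL cells with doxycycline-inducible IκBα–green luciferase fusion and unfused red luciferase, in 0.5% FBS medium; compounds up to 46 uM, 4 h at 37C. Green/red luminescence ratio, filter-overlap corrected, fitted to concentration-response curves.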
B2AR arrestin – beta2AR (human) beta-arrestin recruitment activity; actives 0.02% (n = 330,000); Potency, µM (titrated, usually from 46.1 µM), without a hit: top-dose activation, hits mostly activators; beta-arrestin recruitment to beta2AR, cell-based reporter; P07550;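 note: potency is the fitted concentration of half-maximal effect; 0% = DMSO controls and full agonism = EC100 isoproterenol or metaproterenol; nearly all actives have a fitted effect of over 65% in size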
KCNH2 3.1 inh – KCNH2 3.1 (human) potassium channel inhibition; U2OS KCNH2 3.1, thallium flux FluxOr; active compounds read low; activity change, % (tested at about 1.8 µM); actives 0.95% (n = 340,000); AID 720553;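 active = maximum activity change below -70%; inconclusive = maximum activity change from -70% to -50%; inactive = maximum activity change above -50%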;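 note: thallium influx rate constant from kinetic fluorescence after stimulation buffer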
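Thallium flux via FluxOr fluorescence (Red40 quencher, 45 min loading) in U2OS cells virally expressing the KCNH2 3.1 isoform (1.77 x 10^8 /mL virus, overnight at 37 C). Rate constants from 2-min kinetic reads post-stimulation, normalised to positive and negative controls.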
GALK inh – inhibitors of human galactokinase | actives 0.007% (n = 270,000) | AID 1868 | Purified GALK, Kinase-Glo residual ATP luminescence | Potency, µM (doses to about 57.5 µM), without a hit: top-dose activity change, negative = inhibition, hits mostly inhibitors; note: potency is the fitted concentration of half-maximal effect
Target sequence (P51570 whole entry, looked up): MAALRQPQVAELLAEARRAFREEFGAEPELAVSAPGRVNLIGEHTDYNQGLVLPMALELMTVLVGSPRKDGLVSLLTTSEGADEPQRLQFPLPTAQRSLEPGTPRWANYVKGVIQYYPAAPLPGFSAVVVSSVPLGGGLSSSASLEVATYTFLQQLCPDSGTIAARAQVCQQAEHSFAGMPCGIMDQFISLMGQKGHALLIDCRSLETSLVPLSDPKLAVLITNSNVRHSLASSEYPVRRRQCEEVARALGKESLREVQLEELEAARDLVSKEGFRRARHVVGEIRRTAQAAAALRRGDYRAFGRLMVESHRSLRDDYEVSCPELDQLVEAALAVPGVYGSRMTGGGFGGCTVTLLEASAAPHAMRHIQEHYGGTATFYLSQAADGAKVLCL
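GALK at 5 nM final was combined with compound, 35 uM ATP and 100 uM galactose in HEPES pH8.0 with MgCl2 and DTT. The reaction ran one hour at room temperature before luminescent ATP detection.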
hERG WT inh – KCNH2 (human, wildtype) channel inhibition. Q12809. U2OS, BacMam KCNH2, thallium flux FluxOr; active compounds read low. activity change, % at 1.84 µM. actives 0.37% (n = 340,000);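 active = maximum activity change below -70%; inconclusive = maximum activity change between -70% and -50%; inactive = maximum activity change above -50%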
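U2OS cells transduced with wild-type KCNH2 virus are loaded with FluxOr dye for 45 min, and thallium flux is measured in kinetic reads before and after stimulation buffer. Rate constants are normalized to DMSO controls.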
uPA surface inh – inhibitors of cell surface uPA generation; cell surface uPA generation assay, qHTS; Potency, µM (series often up to 38.3 µM), for the others: at the highest dose activity change, negative = inhibition, usual class: inhibitors; actives 0.31% (n = 330,000); active = well fitted inhibition curve with a large enough effect; inconclusive = small, poorly fitted or top-dose-only effect; inactive = no such curve, though single readings can be large or run the other way; tested in mouse RAW 264.7 cells; note: potency is the fitted concentration of half-maximal effect; nearly all actives have a fitted effect of over 55% in size
Active calls of the source: *; ? = inconclusive; nt = not tested or not shown; [ ] = dose if it differs, or a comment. Unless noted, calls come from the whole dose curve; as a rule, active = well fitted curve in the direction sought with a large enough effect; inconclusive = small, poorly fitted or top-dose-only effect, or another doubt; inactive = no such curve, though single readings can be large; an effect the other way counts as inactive or inconclusive. Unless noted, % is set by controls: 0 for no effect and ±100 for the full control effect. Hits appear at their usual frequency (roughly 2.4% active in at least one column).

SMILES	PKM2 activator	USP2a block	FBPA coupling cs	Giardia kill	Eya2 inh	Chronic BCR inh	B2AR arrestin	KCNH2 3.1 inh	GALK inh	hERG WT inh	uPA surface inh
CCOCCCNC(=O)C1CCN(S(=O)(=O)c2ccc(C)cc2)CC1	-2%	4%	5	-13	-1%	1%	0.0%	13	-3%	1	nt
O=C(Cn1ncc2c(=O)oc3ccccc3c21)N1CCN(c2ccccn2)CC1	-1%	-1%	1	3	13%	0%	0.2%	4	0%	2	1%
CC(C)Cc1nnc(NC(=O)c2cccc(S(=O)(=O)N3CCN(C)CC3)c2)s1	nt	1%	nt	-11	11%	3%	3.2%	-7	nt	7	-8%
COCCNC(=O)COC(=O)C1=Cc2ccccc2OC1	-1%	3%	0	-21	-3%	3%	-0.7%	-4	-3%	5	3%
CCO[C@H]1OC(C(=O)N2CCCCCCC2)=C[C@@H](c2csc3ccccc23)[C@@H]1CCCO	-1%	3%	1	-11	-15%	?	0.0%	-1	-2%	-2	10%
Cc1cc(Cl)ccc1OCC(=O)OC(C)C(=O)NC(N)=O (configuration not stated)	-17%	-5%	-2	-6	-14%	2%	0.3%	-6	1%	-12	nt
Cc1ccc(S(=O)(=O)N(C)C)cc1NC(=S)NC(C)CCCC(C)C (configuration not stated)	3%	2%	-2	1	-3%	0%	-0.3%	-11	0%	-10	8%
CCN(CC)S(=O)(=O)c1cccc(NC(=O)C2SC(=Nc3ccc(C)cc3C)C(C(=O)NC(C)COC)=C2N)c1 (configuration not stated)	-3%	-15%	-1	-11	-3%	?	3.4%	14	1%	13	2%
O=S(=O)(Nc1nc2ccccc2nc1OCC(F)(F)F)c1cccs1	-6%	-1%	0	-2	-3%	11%	-0.2%	17	-7%	-20	15%
O=C1NC(=O)/C(=C\c2ccccc2Oc2ccc(F)c(F)c2)S1	-1%	-2%	10	-9	9%	6%	0.1%	-16	-5%	-3	3%
Cc1ccnc(NC(=S)NC(=O)/C=C/c2ccc(Cl)cc2)c1	-1%	0%	3	10	-8%	16%	-1.0%	3	1%	-16	4%
COCCn1c(=O)[nH]c2cc(C(=O)NCCCN3CCN(c4ccc(F)cc4)CC3)ccc2c1=O	-6%	-2%	-1	8	-7%	?	0.2%	-16	1%	7	1%
O=C(Cc1ccc2ccccc2c1)Nc1ccccc1Br	5%[11.5 µM]	-1%	-1	-22	-21%	2%	-1.0%	4	-3%	-2	2%
CCOC(=O)c1c(NC(=O)c2ccccc2C(=O)O)sc2c1CCC2	1%	2%	12	0	-23%	5%	-0.4%	1	-6%	-8	5%
COc1ccc(-n2c(C)cc(C(=O)Cn3c(NCCO)nc4ccccc43)c2C)cc1	1%	4%	2	-5	-1%	-2%	0.1%	9	4%	3	-7%

The final two entries of the section before open the next one.
SMILES	PKM2 activator	USP2a block	FBPA coupling cs	Giardia kill	Eya2 inh	Chronic BCR inh	B2AR arrestin	KCNH2 3.1 inh	GALK inh	hERG WT inh	uPA surface inh
CCOC(=O)c1c(NC(=O)c2ccccc2C(=O)O)sc2c1CCC2	1%	2%	12	0	-23%	5%	-0.4%	1	-6%	-8	5%
COc1ccc(-n2c(C)cc(C(=O)Cn3c(NCCO)nc4ccccc43)c2C)cc1	1%	4%	2	-5	-1%	-2%	0.1%	9	4%	3	-7%
Nc1n[nH]c(N)c1N=Nc1ccccc1F	nt	-2%	1	?	11%	-6%	-0.7%	9	nt	8	-4%
Cc1cc([N+](=O)[O-])ccc1-c1ccc(/C=N/NC(=O)c2ccc(Br)o2)o1	nt	5%	nt	18	3%	-13%	0.3%	-35	-7%	16	9%
CCOC(=O)NC1(Nc2ccc(C)cc2)Oc2ccccc2O1	-7%	-5%	-5	14	-8%	-19%	0.4%	7	0%	2	-8%
CCOC(=O)CSc1nsc(SCC(=O)OCC)c1C#N	0%	2%	7	-15	-3%	4%	0.0%	3	1%	1	-1%
Cc1cccc(OCC2=N/C(=C\N(C)C)C(=O)O2)c1	-3%	1%	1	-10	14%	?	-0.8%	-10	9%	-8	-4%
CCC(=O)N1CCc2cc(S(=O)(=O)CCC(=O)Nc3ccc(C)cn3)ccc21	1%	1%	2	-2	2%	-1%	-0.1%	5	5%	5	-14%
CC1CCN(CCCNC(=O)CCCNC(=O)Cn2cnc3sc4c(c3c2=O)CCCC4)CC1	4%	3%	3	-1	-2%	1%	0.0%	4	4%	-8	4%
CSc1ccc(-c2cc(=O)c3ccccc3o2)cc1	-1%	0%	-10	-6	-4%	?	0.1%	-3	0%	5	-15%
COc1ccc(-c2cn3ccsc3n2)cc1	-28%	-2%	0	?	12%	?	-0.3%	11	2%	-8	-6%
COCCN(C(=O)COC(=O)c1ccccc1Oc1ccccc1)c1c(N)n(Cc2ccccc2)c(=O)[nH]c1=O	nt	-1%	nt	2	5%	-3%	3.2%	nt	-7%	10	0%
COc1ccc(C(=O)N/N=C2\CCc3ccccc32)cc1OC	1%	1%	3	40[activator]	?	?	0.4%	-6	6%	-1	4%
C=CCSC1=C(C#N)C2(CCCCC2)C(C#N)C(=O)N1 (configuration not stated)	0%	-1%	4	-13	0%	1%	-0.6%	12	1%	10	-4%
CC(=O)c1cc(F)c(N2CCCC2)cc1C	4%	-5%	-1	5	1%[15.4 µM]	-1%	0.1%	0	0%	-1	-3%
CCN(CCO)c1nc(NCc2ccccc2)c2cnn(C)c2n1	2%	1%	-3	4	5%	0%	-0.3%	-7	2%	11	19%
COc1ccc(OCC(=O)Nc2c3c(nn2-c2ccc(OC)cc2)CS(=O)(=O)C3)cc1	3%	2%	nt	-2	1%	-1%	-0.8%	-3	-2%	-2	11%
CC(=O)c1c(COC(=O)c2cccnc2)nc2ccccc2[n+]1[O-]	-7%	3%	0	-25	3%[15.4 µM]	0%	0.0%	2	1%	-11	13%
CC1Cc2ccccc2N1C(=O)c1ccc(N2CCCCC2)c([N+](=O)[O-])c1 (configuration not stated)	-5%	3%	-1	10	-4%	?	-0.4%	3	-1%	0	0%
CC(=O)c1c2c3c(c(Br)ccc3n(C)c1=O)C(=O)c1ccccc1-2	nt	3%	nt	-29	-8%	-1%	0.3%	12	5%	5	-3%
Cc1ccc(NC(=O)COc2cccc3ccccc23)c(O)c1	nt	3%	nt	28	-6%	5%	-0.1%	-17	nt	-1	-29%
Cc1cccn2c(=O)c(/C=C(\C#N)C(=O)NC3CCS(=O)(=O)C3)c(N3CCC(C)CC3)nc12 (configuration not stated)	-8%	-1%	-3	-6	3%	2%	-0.2%	-1	0%	-2	-5%
CS(=O)(=O)N(CC(=O)N1CCCCCC1)c1cccc(Br)c1	-11%	0%	1	-9	6%	0%	-0.2%	2	-1%	0	-1%

For reference, part of the list above:
SMILES	PKM2 activator	USP2a block	FBPA coupling cs	Giardia kill	Eya2 inh	Chronic BCR inh	B2AR arrestin	KCNH2 3.1 inh	GALK inh	hERG WT inh	uPA surface inh
CC(=O)c1c(COC(=O)c2cccnc2)nc2ccccc2[n+]1[O-]	-7%	3%	0	-25	3%[15.4 µM]	0%	0.0%	2	1%	-11	13%
CC1Cc2ccccc2N1C(=O)c1ccc(N2CCCCC2)c([N+](=O)[O-])c1 (configuration not stated)	-5%	3%	-1	10	-4%	?	-0.4%	3	-1%	0	0%
CC(=O)c1c2c3c(c(Br)ccc3n(C)c1=O)C(=O)c1ccccc1-2	nt	3%	nt	-29	-8%	-1%	0.3%	12	5%	5	-3%

Source: PubChem BioAssay
